Source: PubChem BioAssay
M. tuberculosis HTS: M. tuberculosis growth inhibition, HTS (AID 449762). M. tuberculosis H37Rv growth inhibition, 7H9 media; higher % means a stronger effect. inhibition, % at 25 µM, or IC50 in µM where a hit was titrated. 330,000 compounds, 0.59% hits; in the data active means a potency from the dose series; inconclusive means inhibition above about 70% without an active follow-up result;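 further: bacterial growth assessed after seven days of incubation; strong numbers were not always called active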
PhoP GFP inhibition: PhoP regulon inhibitors, Salmonella typhi PhoP promoter GFP reporter, confirmatory (AID 1850). Salmonella Typhi PhoP-promoter GFP reporter, fluorescence, 4 h; higher % means a stronger effect. inhibition, % at 50 µM; hits with a dose series show IC50 in µM. 310,000 compounds, 0.33% hits; in the data active means a potency from the dose series; inconclusive means inhibition mostly from about 25% at the one dose, without a potency; inactive means the rest, 99 in 100 with inhibition below about 19%;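 further: 0% = induced wells with vehicle and 100% = uninduced wells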
M. tuberculosis: growth inhibition of non-replicating M. tuberculosis (AID 488890) | Mycobacterium tuberculosis non-replicating, growth inhibition; higher % means a stronger effect | 320,000 compounds, 0.39% hits | inhibition, % at 25 µM; hits with a dose series show IC50 in µM; in the data active means a potency from the dose series; inconclusive means inhibition mostly from about 82% at the one dose, without a potency; inactive means the rest, 99 in 100 with inhibition below about 76%;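 further: plate controls were DMSO cells for no effect and high antibiotic wells for full effect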
influenza NS1A: H1N1 influenza NS1A inhibitors, functional cell based assay (AID 504329). NS1A functional cell-based assay, percent inhibition; higher % means a stronger effect. inhibition, % at 12.5 µM, or IC50 in µM where a hit was titrated. 340,000 compounds, 0.3% hits; in the data active means a potency from the dose series; inconclusive means inhibition above about 27% without an active follow-up result; further: strong numbers were not always called active
inhibitors of VEEV: inhibitors of VEEV TC-83 cytopathic effect, confirmation, Vero cells (AID 588727). Vero cells, VEEV TC-83 cytopathic effect inhibition; higher % means a stronger effect. inhibition, % at 20 µM, or IC50 in µM where a hit was titrated. 350,000 compounds, 0.13% hits; in the data active means a potency from the dose series; inconclusive means inhibition mostly from about 14% at the one dose, without a potency; inactive means the rest, 99 in 100 with inhibition below about 12%; further: strong numbers were not always called active
inhibitors of VEEV 10K pilot screen: further read-out of inhibitors of VEEV, marked with its call; inhibition, %; measured here: 10K pilot screen inhibition
* = called active by the depositor; i = inactive; ? = inconclusive; nt = not tested or not shown; & = joins results of further samples.

SMILES | M. tuberculosis HTS | PhoP GFP inhibition | M. tuberculosis | influenza NS1A | inhibitors of VEEV | others
CCN1CCN(C(=O)c2ccc(CS(=O)Cc3ccc(C)cc3)o2)CC1 (centres undefined) | 2.7% | 4.1% | -1.7% | 7.7% | 0.2%
COC(=O)C1=C(C)NC2=C(C(=O)CCC2)C1c1cn(Cc2ccc(Br)cc2)nc1-c1ccccc1 (centres undefined) | 10.4% | -8.4% | 56.4% | -1.8% | 5.0%
O=C(CSc1n[nH]c(=O)n1C1CC1)NCc1ccccc1 | 0.6% | 21.5% | -17.8% | -6.0% | i
O=C(c1cnccn1)N1CCN(c2ccccc2F)CC1 | -4.0% | -4.1% | -3.9% | 7.8% | i
O=C(Nc1nnc(Cc2ccccc2F)s1)Nc1ccccc1F | 9.4% | -5.0% | 5.4% | -2.4% | i
Cc1ccc(-c2nc(CS(=O)CC(=O)NC3CCC(C)CC3)c(C)o2)cc1 (centres undefined) | 2.7% | 6.0% | 30.7% | 28.3% | 0.3%
C=C(C)COc1ccc2oc(C)c(C(=O)OCCOC)c2c1 | 7.7% | 1.0% | 7.0% | -1.2% | 2.0%
CCc1ccc(NC(=O)CSc2nc3ccsc3c(=O)n2CCC(=O)O)cc1 | 0.2% | -7.4% | 1.0% | 0.1% | 0.8%
Cc1ccc2nc(C)c3c(c2c1)N(c1ccccc1)CC3 | 1.6% | 5.5% | 62.8% | nt | 3.2%
O=C(Nc1cccc2c1CCCC2)c1ccccc1Cl | -1.4% | -3.7% | 12.0% | -2.0% | i
O=C(CC1S/C(=N\S(=O)(=O)c2ccc(F)cc2)N(c2ccccc2)C1=O)Nc1ccccc1 (centres undefined) | -4.4% | -7.9% | 14.2% | 1.6% | 1.2% | inhibitors of VEEV 10K pilot screen=1.4
COC(CNC(=O)C(C)n1nc(C)c2ccccc21)OC (centres undefined) | 4.0% | -2.4% | 3.4% | -10.0% | 0.1%
Oc1c(Cl)cc(Cl)cc1C(C#Cc1ccccc1)N1CCOCC1 (centres undefined) | 11.7% | -0.1% | 20.7% | 4.7% | 8.1%
CC(=O)OCC1OC(n2ccc(=O)[nH]c2=O)C(O)C1O (centres undefined) | -19.2% | -3.5% | -6.2% | -1.1% | 0.0%
COc1ccc(CCN2C(=O)CCC2(C)C(=O)NC2CCCC2)cc1OC (centres undefined) | 4.5% | -4.8% | -15.9% | -3.6% | 0.2%
CN(Cc1ccccc1)C(=O)c1cnc2n(c1=O)CCS2 | -11.8% | -0.1% | 0.4% | -2.1% | 1.1%
Cc1ccc(-n2nc3c(c2NC(=O)c2cccs2)CS(=O)(=O)C3)cc1 | -0.5% | 5.1% | 1.2% | 1.8% | 2.0%
O=C(CSc1nc2ccccc2nc1N1CCCC1)Nc1ccc(Cl)cc1 | -6.6% | 0.5% | 5.7% | -3.6% | 0.8%
CCOc1cccc(CN2CCC(CCC(=O)NC3CC3)CC2)c1O | 5.5% | -3.8% | 11.7% | -0.9% | 0.2%
CCCC12CN3CCN(CC(C3)/C1=N\NC(=O)c1ccncc1)C2 | ? | -3.1% | 62.3% | 3.1% | 0.6%
C[C@H](CO)N1C[C@H](C)[C@@H](CN(C)S(=O)(=O)c2cccs2)Oc2c(NS(=O)(=O)c3ccccc3)cccc2C1=O | 2.1% | nt | 22.4% | -0.1% | 2.1%
C1CC2CN(c3nc4nonc4nc3N3CCSCC3)CCN2C1 (centres undefined) | 8.3% | 3.6% | -6.5% | -20.8% | 1.5%
COc1ccc(NC(=O)c2ccc(COCC(F)(F)C(F)F)cc2)cc1OC | 29.4% | -6.2% | 75.9% | -1.0% | 1.0%
COc1cc2c(cc1OC)C(SC)=NC(C)(C)C2 | 0.0% | 2.2% | 63.8% | -12.8% | 0.6%
Cc1ccc(C(=O)N2CCCC(N(C)Cc3ccccc3)C2)s1 (centres undefined) | 5.3% | -5.4% | 6.9% | -1.5% | 1.6%
COc1ccc(C(=O)OCC(=O)NC(C)CCc2ccccc2)cc1 (centres undefined) | 9.2% | -16.9% | 23.7% | -8.2% | i
CCOC(=O)n1c(=O)oc2ccc(Cl)cc21 | -0.9% | -3.8% | 0.0% | -14.7% | 1.4%
CC[C@@H](C)C(NC(=O)OC(C)(C)C)c1cn([C@@H](CCC(=O)OC(C)(C)C)C(=O)N2CCN(C(=O)OC(C)(C)C)CC2)nn1 (some centres undefined) | -4.0% | 3.2% | 20.0% | -2.9% | 0.7%
Cc1cccc(NS(=O)(=O)c2cccc(C(=O)Nc3cccc(C(=O)O)c3)c2)c1 | -1.4% | -2.6% | -0.2% | -5.7% | 0.3%
Cc1cc(Nc2ccc(F)cc2)nc(N)n1 | 13.4% | 2.4% | 6.9% | -4.5% | 0.2%

Among those listed so far, 2 have a furan ring, fused or not.
SMILES | M. tuberculosis HTS | PhoP GFP inhibition | M. tuberculosis | influenza NS1A | inhibitors of VEEV | others
CCN1CCN(C(=O)c2ccc(CS(=O)Cc3ccc(C)cc3)o2)CC1 (centres undefined) | 2.7% | 4.1% | -1.7% | 7.7% | 0.2%
C=C(C)COc1ccc2oc(C)c(C(=O)OCCOC)c2c1 | 7.7% | 1.0% | 7.0% | -1.2% | 2.0%

Following part
SMILES | M. tuberculosis HTS | PhoP GFP inhibition | M. tuberculosis | influenza NS1A | inhibitors of VEEV | others
Cc1nc2c(cnn2-c2ccccc2Cl)c(=O)n1-c1ccc(N2CCC(C)CC2)cc1 | -4.5% | 5.0% | 2.1% | 10.5% | 1.2%
CC(=O)NCC1CCCN(C(=O)c2oc3c(F)cccc3c2C)C1 (centres undefined) | 2.2% | 0.3% | -11.6% | -1.7% | 1.3%
Nc1nonc1-n1nnc(C(=O)N/N=C/c2cccc(Cl)c2)c1CSc1ccccc1 | -0.6% | -18.6% | 7.2% | nt | i
CC(C)(C)NC(=O)Cn1cc(C(=O)c2ccccc2F)c2ccccc21 | -7.1% | 12.7% | 0.4% | -6.3% | 3.6%
Cc1ccc(S(=O)(=O)N2CCCC2C(=O)N2CCCCCC2)cc1 (centres undefined) | -13.7% | -7.7% | 0.2% | -14.8% | i
CC(C)N(C(=O)Cn1cc(S(=O)(=O)CC(=O)N2CCOCC2)c2ccccc21)C(C)C | -1.9% | 13.1% | -8.5% | -4.7% | i
CSC(=NCCCN1CCOCC1)NS(=O)(=O)c1cccs1 | -5.0% | -10.7% | 2.7% | 11.1%&-18.9% | 2.6%&0.7%
CCCCn1c(N)c(NCC)c(=O)[nH]c1=O | nt | nt | nt | -4.5% | 2.0%
OC(CNCCc1ccc(Cl)cc1)COc1cc(Cl)ccc1Cl (centres undefined) | 66.1% | 67.9µM* | ? | -5.5% | i
COc1ccc(COC(=O)c2c(C)nn(-c3ccccc3)c2Cl)cc1 | -2.1% | -6.8% | ? | -8.8% | 7.5%
CCCn1c(SCC(=O)NC2CCCC2)nc2c1c(=O)n(C)c(=O)n2C | -13.9% | -9.7% | -6.3% | 8.5% | i
COc1ccc(N2CCN(C(=O)c3cc(=O)c4cc(C)cc(C)c4o3)CC2)cc1 | 37.2% | -1.7% | 34.7% | -3.8% | i
NC(=O)C1=C[C@@H](C2CCCCC2)C[C@@H](OCc2ccc(CO)cc2)O1 | 12.9% | -5.9% | 10.9% | -14.9% | i
COc1ccc(CCNC(=O)CN(c2ccccc2)S(C)(=O)=O)cc1OC | 7.3% | 0.2% | -6.5% | -2.8% | i
COc1cccc(Nc2nc3ccccc3nc2NS(=O)(=O)c2ccc(NC(C)=O)cc2)c1 | -7.4% | -4.3% | 2.0% | -6.9% | 8.3%
COc1ccccc1CCNC(=O)C1CCC(=O)N(Cc2cccc(F)c2)C1 (centres undefined) | nt | nt | nt | 0.3% | i
COc1cc(Cl)c(C)cc1NC(=O)COC(=O)C(NS(=O)(=O)c1ccc(Cl)cc1)C(C)O (centres undefined) | -9.3% | -4.0% | 11.2% | -3.3% | 1.1%
O=C(Nc1cc(Cl)ccc1N1CCCC1)C1=NN(c2ccccc2)C(=O)CC1 | 2.5% | 0.7% | -4.7% | 8.2% | 0.8%
CN(CC(=O)Nc1ccccc1Oc1ccccc1)Cc1ccccc1F | -0.5% | -4.1% | 21.0% | -5.3% | i
CC(=O)C[C@H](O)CC(=O)[C@@H]1OC(=O)CCCCCc2ccccc21 | -0.4% | nt | -7.8% | -3.1% | 0.5%
CN(C)[C@@H]1C(=O)C(C(N)=O)=C(O)[C@@]2(O)C(=O)C3=C(O)c4c(O)cccc4[C@@](C)(O)C3C[C@@H]12 (some centres undefined) | 5.95µM* | ? | 70.7% | 8.1% | 1.9%
O/N=C(/c1ccc(Cl)cc1)C1CC1c1ccccc1 (centres undefined) | -1.0% | -6.7% | 70.5% | -3.9% | 2.7%
Fc1ccc2nc3n(c2c1F)CCCCCC3 | 6.1% | -1.5% | 2.1% | -5.3% | 1.0%
CC(C)NC(=O)C(=O)NC1CCCCCC1 | -6.4% | 8.0% | -0.5% | -1.9% | 1.4%
Cc1ccc(NC(NC(=O)c2ccccn2)C(Cl)(Cl)Cl)cc1 (centres undefined) | 29.5% | -0.7% | 3.2% | 3.3% | i
O=C(NNC1=NCCC1)c1cccc(S(=O)(=O)N2CCCC2)c1 | 4.0% | -3.7% | -25.8% | 10.2% | 0.4%
Cc1cccc2cc(CN(CCCN3CCOCC3)Cc3nnnn3C(C)(C)C)c(=O)[nH]c12 | -3.2% | 13.9% | 19.6% | -4.5% | 1.8%
O=S(=O)(N/N=C\c1ccc2c(c1)OCO2)c1ccc(F)cc1 | -6.5% | -4.5% | -6.3% | -7.9% | 4.6%
O=C(N1CCC(O)(c2cccnc2)CC1)C12CC3CC(CC(C3)C1)C2 | -8.2% | 1.1% | 0.9% | -1.3% | i
C#CCn1c(=NC(=O)c2ccccc2[N+](=O)[O-])sc2cc(S(C)(=O)=O)ccc21 | -4.3% | -0.9% | -13.9% | 0.5% | i
COc1cc(/C=C2\SC(=Nc3ccc(Cl)c(C(=O)O)c3)NC2=O)c(Br)c(Br)c1O | -7.2% | 0.3% | -3.5% | -10.7% | i
COc1ccc(NCC(=O)NN=C2CCS(=O)(=O)c3ccc(F)cc32)cc1 | 10.1% | nt | 32.1% | nt | nt
CCc1c(C)sc(NC(=O)c2ccccc2[N+](=O)[O-])c1C(N)=O | -6.4% | -10.6% | 0.2% | -4.2% | 0.9%
O=C(C1=C(O)C(=O)N(CCN2CCOCC2)C1c1cccc(F)c1)c1cc2ccccc2o1 (centres undefined) | 4.8% | -1.1% | 29.4% | 3.6% | i
O=C(OCC(=O)N1CCN(c2ccccc2)CC1)c1ccc(O)cc1O | -14.5% | 6.8% | 9.3% | -2.8% | 2.0%
Cc1cc(C(F)F)n2nc(C(=O)Nc3ccc(F)cc3F)nc2n1 | -7.2% | 1.7% | -11.1% | -5.6% | 3.6%
Cc1csc2nc(O)c(C(=O)NCCCN3CCCC3=O)c(=O)n12 | -0.5% | -2.4% | -9.4% | -9.9% | 1.2%
COc1ccc(S(=O)(=O)N2CCC(C(=O)NCCc3ccc4c(c3)OCO4)CC2)cc1 | -8.5% | -2.2% | 34.7% | 14.2% | 1.5%
CCCC(=O)N(Cc1cc(=O)[nH]c2ccccc12)c1ccc(OC)cc1 | -8.5% | 4.2% | -2.9% | -2.8% | 0.5%
Nc1nnc(Cc2ccccc2F)s1 | 2.4% | 9.2% | -4.7% | -6.3% | 1.5%

The final 2 compounds of the section before lead into the next.
SMILES | M. tuberculosis HTS | PhoP GFP inhibition | M. tuberculosis | influenza NS1A | inhibitors of VEEV | others
CCCC(=O)N(Cc1cc(=O)[nH]c2ccccc12)c1ccc(OC)cc1 | -8.5% | 4.2% | -2.9% | -2.8% | 0.5%
Nc1nnc(Cc2ccccc2F)s1 | 2.4% | 9.2% | -4.7% | -6.3% | 1.5%
CC(C)(C)c1ccc(C(=O)C2CCCN(Cc3ccon3)C2)cc1 (centres undefined) | 17.0% | -7.8% | -5.3% | 0.7% | 0.1%
COc1ccccc1NS(=O)(=O)c1cc(NC(=O)c2sc3cc(Cl)ccc3c2Cl)ccc1C | -1.9% | -15.9% | -1.3% | -2.7% | 0.8%
CN1CCC(N(C)S(=O)(=O)c2ccc(NC(=O)Cc3ccc(F)cc3)cc2)CC1 | -3.1% | nt | 15.8% | -6.0% | 1.1%
CCC(C(=O)NC1CCCC1)N(Cc1ccc2c(c1)OCO2)C(=O)c1snc(C(N)=O)c1N (centres undefined) | -9.7% | 12.6% | 34.0% | 1.7% | i
COc1cccc(NC(=O)c2cc3ccccc3oc2=O)c1 | 5.0% | 7.5% | i | 19.2% | i
NC(=O)c1ncn([C@@H]2O[C@H](CN=C3NS(=O)(=O)c4ccccc43)[C@@H](O)[C@H]2O)n1 | nt | nt | nt | -15.0% | i
CCOC(=O)C1C(=O)CC(C)(O)C(C(=O)OCC)C1c1ccccc1 (centres undefined) | -0.7% | 5.3% | -5.1% | -1.5% | 0.9%
